Autophagy mod: autophagy modulators in MEF cells, primary screen, imaging, high-content, MEF GFP-LC3. MEF GFP-LC3 puncta imaging; test concentration mostly 10 µM. calls only at 10 µM (by protocol). 190,000 tested, 0.98% active. AID 463193, 2010;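 active = percentage of spot-positive cells more than 3 SD above its plate mean, without a fluorescence outlier flag or 80% toxicity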;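 note: spot-positive cell cutoff set from DMSO-treated cells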
WT yeast gro inh: growth inhibition of WT strain, primary screen, mitochondrial fusion inhibitor project, WT and mutant strains, chemical genetic. 190,000 tested, 2.1% active. mitochondrial fusion phenotypic screen. inhibition, % at 10 µM. AID 1362, 2008; in the data active = inhibition above about 58%; tested in S. cerevisiae
T cell HTS: modulators of CD8 T cell-vesicle binding, primary screen, mouse 2C CD8+ T cells, flow cytometry | 330,000 tested, 0.068% active | 2C CD8+ T cell-vesicle binding; stronger effect = lower value | AID 2052, 2009 | calls only at 7 µM;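 active = response, share of CD8 T cells binding vesicles, and their 90th percentile fluorescence all below set limits, cut at about 80% in these data, passing the limit was not always enough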
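Assay system – 2C mouse CD8+ T cells · Also added – QL9-loaded Drosophila micro-vesicles · Timing – Cell–vesicle co-incubation 1.5 h at 37 °C, staining 20 min on ice · Signal – flow cytometry of vesicle-bound cells · Measure – percent CD8+ FL2 mean versus row control · Controls – Peptide-free naked vesicles (low) and QL9 vesicles with 0.7% DMSO vehicle (high)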
Myeloid diff 2: induction of myeloid progenitor differentiation, primary screen, cell-based, flow cytometry, MLPCN library | calls only at 10 µM | 360,000 tested, 1% active | ER-HoxA9 myeloid progenitors, lysozyme-GFP differentiation;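 active = normalized GFP-positive differentiation at or above the plate's own cutoff, the solvent-only control mean plus 3 SD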;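 note: cells exposed to compound for four days before flow analysis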
West Nile virus CPE: West Nile virus antiviral activity, cell-based, CPE readout (AID 1621); 290,000 tested, 0.02% active; one-dose CPE inhibition, % at 10 µM; IC50 in µM for titrated hits; West Nile virus-infected cells, CPE inhibition; higher % means a stronger effect; in the data active = a potency from the dose series; note: strong numbers were not always called active
MT stabilize HCS: microtubule stabilizers in HeLa cells, primary screen, imaging, high-content imaging. HeLa tubulin immunostaining HCS, 24 h; share of cells brighter than vehicle mean+2SD. % tubulin-high responders, % at 10 µM. 200,000 tested, 0.83% active. AID 2205, 2009;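 active = plate Z-score above 3 for both tubulin-high and condensed-nucleus cell shares, with cell loss under 80%, at 10 µM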;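 note: anti alpha tubulin signal scored within the nucleus-defined area of each cell; some results filed as inactive read as strong as hits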
Lipid droplet: inhibitors of hepatocyte lipid droplet formation, primary screen, imaging, high-throughput imaging, BODIPY stain; AML12 mouse hepatocytes, oleate lipid droplets; inhibition, % at 6.5 µM; 240,000 tested, 0.4% active;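 active = lipid droplet intensity inhibited by at least 50%, with more than 500 cells counted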
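material = mouse AML12 hepatocyte cell line, fixed after treatment | also added = 100 µM oleic acid challenge | doses = compound at 6.5 µM only | schedule = overnight exposure | technique = Image-based BODIPY and DAPI two-channel analysis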
Ins promoter up: insulin promoter activators in MIN6 cells, imaging, high-content screening, mouse beta cells. MIN6 insulin promoter-GFP reporter; stronger effect = higher value. z-score at 5 µM. 190,000 tested, 0.3% active. AID 1625, 2009;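 active = z-score above 3 at 5 µM with at least 500 cells counted in the well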
b-catenin transl: modulators of beta-catenin nuclear translocation, primary screen, imaging, HeLa cells, immunofluorescence, high-content; nuclear translocation activity, % at 5 µM; 190,000 tested, 0.3% active; AID 1665, 2009;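 active = nuclear translocation activity above 50% at 5 µM, with a well cell count of 50 or more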;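 note: per-cell ratio of nuclear to cytoplasmic median beta-catenin stain intensity; plate controls were DMSO negative control for no effect and GSK-3 inhibitor IX positive control for full effect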
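assay system = human HeLa cells, endogenous beta-catenin | times = compound treatment 24 h, 37°C, 5% CO2 | detection = Anti-beta-catenin immunofluorescence on PFA-fixed, Triton-permeabilized cells, DAPI nuclei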
WT yeast gro inh mutant strain: also measured in WT yeast gro inh; calls as there; inhibition, %; mitochondrial fusion phenotypic screen, mutant strain inhibition
Ins promoter up cell count: further read-out of Ins promoter up, marked with its call; cell count; measured here: cytotoxicity, nuclei count;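 total cells summed across four imaged fields per well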
Lipid droplet cells 6.5 µM: further read-out of Lipid droplet, marked with its call; cell count; measured here: cell count, cytotoxicity flag;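 cells counted across two imaged fields per well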
b-catenin transl cell count 5 µM: second read-out of b-catenin transl, no call of its own (marks repeat the call); cell count; measured here: cell count, cytotoxicity flag
T cell HTS vesicle-bound %: recorded beside T cell HTS, whose call it bears; double positive events, %; measured here: CD8+ vesicle-bound cell fraction;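 binding gate set so that unloaded-vesicle control wells show 10% double positive cells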
MT stabilize HCS Hoechst-high %: second read-out of MT stabilize HCS, no call of its own (marks repeat the call); % Hoechst-high responders; measured here: nuclear condensation Hoechst responders;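 share of cells brighter than vehicle mean plus two SD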
MT stabilize HCS cytotoxicity %: second read-out of MT stabilize HCS, no call of its own (marks repeat the call); toxicity, %; measured here: cytotoxicity by cell density;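 0% = mean cell density of plate MIN control wells and 100% = no cells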
Autophagy mod cell loss 18 h: second read-out of Autophagy mod, no call of its own (marks repeat the call); toxicity, %; measured here: cell loss, nuclei count;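 cell loss after 18 h compound exposure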
Myeloid diff 2 GFP+ MAC1+ %: also measured in Myeloid diff 2; calls as there; GFP+ MAC1+ double positive, %; measured here: differentiation confirmed by MAC1 staining
Numbers without * were called inactive; i = inactive; nt = not tested or not shown; + = active, no number; & = joins results of further samples.

SMILES	Autophagy mod	Autophagy mod cell loss 18 h	WT yeast gro inh	WT yeast gro inh mutant strain	T cell HTS	T cell HTS vesicle-bound %	Myeloid diff 2	Myeloid diff 2 GFP+ MAC1+ %	West Nile virus CPE	MT stabilize HCS	MT stabilize HCS Hoechst-high %	MT stabilize HCS cytotoxicity %	Lipid droplet	Lipid droplet cells 6.5 µM	Ins promoter up	Ins promoter up cell count	b-catenin transl	b-catenin transl cell count 5 µM
O=C(O)c1ccc2c(c1)C1C=CCC1C(c1ccncc1)N2 (stereo unspecified)	nt	nt	nt	nt	i	56.6	i	0.1	0.2%	nt	nt	nt	5.5	629	-0.02	1133	-0.3	1264
CC(=O)Nc1ccc(S(=O)(=O)NC2=C(N3CCN(Cc4ccccc4)CC3)C(=O)c3ccccc3C2=O)cc1	i	1.7	19.2	29.7	i	41.0	i	1.3&1.5	nt	1.5	1.1	9.2	20.0	727	nt	nt	-0.1	958
CC(C)(C)c1cc(-c2csc(Nc3ccccc3)[n+]2Cc2ccc(C(=O)O)cc2)cc(C(C)(C)C)c1O	nt	nt	nt	nt	i	6.5	i	0.5	-0.3%	nt	nt	nt	-11.4	751	-0.11	929	0.2	1264
CCN1CCN(S(=O)(=O)c2ccc(F)c(C(=O)Nc3c(F)cc(F)cc3Br)c2)CC1	nt	nt	nt	nt	i	50.7	i	1.0	-0.6%	nt	nt	nt	22.4	645	nt	nt	nt	nt
O=C(CCCN1C(=O)/C(=C/c2ccco2)SC1=S)Nc1ccccc1C(=O)O	nt	nt	nt	nt	i	39.7	i	2.9	0.2%	nt	nt	nt	24.4	719	-0.08	1135	-0.8	1297
CCCCC(=O)Nc1ccc(C(=O)NNC(=O)c2ccccc2Br)cc1	i	0.0	48.6	-21.8	nt	nt	i	6.7	-0.1%	1.5	1.5	5.1	nt	nt	0.53	1622	-0.3	1367
NS(=O)(=O)c1ccc(NC(=S)NCc2ccc(F)cc2)cc1	i	-33.1	9.8	4.4	i	22.6	i	0.8	-0.3%	1.4	1.1	1.9	nt	nt	0.14	1495	0.2	1503
Cc1ccc(Oc2ncccc2CO)cc1	i	-4.7	-19.2	-17.5	i	29.4	i	0.3	0.9%	1.4	0.8	0.9	10.7	684	-0.19	1272	-2.3	1124
CCCOC(=O)Cn1cnc2scc(-c3ccc(C)cc3)c2c1=O	nt	nt	nt	nt	i	61.8	i	0.8	-1.1%	nt	nt	nt	-0.5	829	nt	nt	nt	nt
CCn1c(SCC(=O)NCCc2ccccc2)nc2c(c1=O)SC(C)C2 (stereo unspecified)	i	-3.1	-5.6	-5.9	i	17.3	i	3.6	-0.3%	4.3	3.8	3.6	-18.4	688	nt	nt	1.5	1026
COc1ccc(-n2nnnc2-c2cn(C)nc2C(F)(F)F)cc1	i	-3.3	52.8	27.3	i	60.4	i	1.4	-0.1%	2.6	1.4	1.4	nt	nt	nt	nt	nt	nt
CCCCn1cnc2c(c(-c3ccccc3)c(-c3ccccc3)n2Cc2ccco2)c1=N	nt	nt	nt	nt	i	44.0	i	0.7	-0.5%	nt	nt	nt	-1.3	702	-2.04	569	0.4	1291
CN(C)c1ncnc(N(C)C)c1[N+](=O)[O-]	nt	nt	nt	nt	i	47.1	i	0.7	-0.4%	nt	nt	nt	1.6	700	-1.58	1414	2.4	1254
CCN(CC)/C(N)=N/c1nc(C)cc(C)n1	i	3.1	16.7	-3.0	i	12.6	i	0.6	-0.4%	5.0	2.5	5.6	0.3	739	-0.42	1480	0.8	1502
COCCn1nnnc1C(c1cccs1)N1CCN(c2ccccc2)CC1 (stereo unspecified)	i	3.3	-12.8	-5.0	i	61.6	i	8.7	-0.6%	2.6	3.3	8.7	nt	nt	-0.93	1143	-4.1	993
COCCNC(=O)CN(C(=O)CCC(=O)Nc1ccccn1)c1ccc(F)c(Cl)c1	i	-9.2	-12.8	-4.1	i	42.5	i	1.2	-0.4%	5.8	3.4	9.4	nt	nt	-0.33	1425	-2.7	1415
Cc1cc(C)cc(Oc2ccccc2/C=C\C(=O)O)c1	i	8.1	0.3	1.2	i	55.5	i	1.1	0.3%	1.3	1.1	2.9	-0.5	570	0.38	1866	-6.4	1136
CCn1c(C)c(C)c2cc(C(=O)NCCCN3CCOCC3)ccc21	nt	nt	nt	nt	i	3.3	i	3.2	0.3%	nt	nt	nt	-30.0	673	nt	nt	nt	nt
Cc1ccc(Cl)c(OCC(=O)Nc2ccc3c(c2)OCCO3)c1	i	2.8	-27.4	30.8	i	48.9	i	5.1	0.0%	1.3	2.8	9.1	-11.8	502	0.67	1838	0.4	1100
COc1cc(-c2nc(C)c(C(C)=O)n2O)ccc1OCC(=O)Nc1ccc(F)cc1	i	6.7	16.7	6.8	i	28.4	i	0.7	-0.5%	1.5	1.0	2.0	2.8	787	nt	nt	-7.0	541
O=C(CSc1nnc(-c2ccccc2Br)o1)N1CCN(C(=O)c2ccco2)CC1	i	12.2	-8.7	-7.0	i	9.4	i	5.9	0.9%	2.4	2.3	9.8	nt	nt	0.78	1222	-3.7	946
COc1ccc(/C=N/NC(N)=S)cc1OC(=O)c1ccccc1	i	-11.4	34.0	28.9	i	23.2	i	1.1	-0.2%	37.5*	25.4*	34.8*	-6.5	730	-0.05	877	-0.4	1228
NS(=O)(=O)c1ccc(CNC(=O)CC23CC4CC(CC(C4)C2)C3)cc1	i	-6.9	11.8	14.8	i	22.0	i	0.8	nt	2.6	2.1	7.4	12.2	777	-0.41	1232	-1.8	1151
CCOC(=O)c1c(C)[nH]c(C(=O)COC(=O)CNC(=O)c2ccc(Cl)cc2Cl)c1C	i	2.8	-5.8	-9.0	i	24.4	i	0.1	-0.3%	2.5	2.3	4.3	-13.1	708	0.63	1109	nt	nt
O=C(/C=C/c1cccs1)NCc1cccnc1	i	-1.6	2.7	8.4	i	41.2	i	0.3	0.4%	2.6	2.1	5.1	-0.5	618	0.14	1336	-0.3	961
Brc1ccc(OCCOCCOc2cccc3cccnc23)cc1	i	13.7	nt	nt	i	35.7	i	0.8	-0.4%	1.3	1.5	8.6	nt	nt	nt	nt	nt	nt
COC(=O)c1cc(COc2ccc3oc(C)c(C(=O)OC(C)C)c3c2)c(C)o1	i	-5.6	36.3	-16.5	i	55.7	i	0.7	-0.4%	0.9	1.1	8.7	17.6	801	nt	nt	-12.7	932
S=C(NCc1ccccn1)Nc1ccccc1Cl	i	-4.3	-14.7	11.2	i	15.8	i	0.4	-0.2%	1.7	1.4	6.5	7.6	735	-0.11	1471	0.6	801
COc1ccc(C(=O)COC(=O)C2CCCN2C(=O)C23CC4CC(CC(C4)C2)C3)cc1 (stereo unspecified)	i	11.0	-5.5	-10.1	i	59.7	i	0.3	0.1%	3.5	1.3	5.2	-17.1	669	-0.04	1360	-0.3	1145
COc1ccc(S(=O)(=O)N2CCCC2)cc1OC	nt	nt	nt	nt	i	59.1	i	0.3	0.2%	nt	nt	nt	10.3	828	nt	nt	nt	nt
Cc1ccc2nc(C)c(C(=O)O)cc2c1	i	16.1	-7.4	-24.2	i	30.8	i	0.5	0.6%	2.8	1.5	1.4	-5.1	741	nt	nt	-2.4	1067
CCOc1ccc(NC(=O)C(C)NS(=O)(=O)c2ccc(NC(C)=O)cc2)cc1 (stereo unspecified)	i	-0.3	-9.8	12.4	i	53.6	i	0.6	-0.3%	6.2	2.1	12.3	5.7	666	0.26	1228	-4.4	1156
O=C(O)[C@@H]1[C@@H]2C[C@@H]2CN1c1ncccc1[N+](=O)[O-]	i	18.7	5.6	3.4	i	20.3	i	0.3	0.7%	5.2	1.3	4.5	15.4	683	nt	nt	-0.1	1540
O=C(Cn1c(=O)n(Cc2ccco2)c(=O)c2cc(Cl)ccc21)NCC1CCCO1 (stereo unspecified)	i	-1.1	-17.9	-6.6	i	36.2	+	4.7*	0.1%	2.9	2.4	19.1	-10.4	778	0.55	1229	1.0	1028
O=C(O)c1cccc(S(=O)(=O)Nc2ccc(S(=O)(=O)N3CCOCC3)cc2)c1	i	7.7	-7.7	11.9	i	38.2	i	0.3	-0.1%	3.8	1.5	5.7	-5.9	700	-0.08	1359	-1.0	1112
COc1ccc(-c2nc(CN3CCN(c4ccccc4OC)CC3)c(C)o2)cc1	i	0.2	42.3	11.2	i	13.5	i	0.5	-0.4%	3.2	1.6	5.4	0.2	666	-0.19	1503	1.1	1474
COc1ccc(NC(=O)CN2CCN(CC(=O)Nc3ccccc3F)CC2)cc1OC	i	13.1	-3.6	-0.7	i	36.7	i	0.7	-0.1%	5.3	2.2	3.5	nt	nt	0.35	1439	-4.7	945

Part of the list above in order of heavy-atom count, ascending.
SMILES	Autophagy mod	Autophagy mod cell loss 18 h	WT yeast gro inh	WT yeast gro inh mutant strain	T cell HTS	T cell HTS vesicle-bound %	Myeloid diff 2	Myeloid diff 2 GFP+ MAC1+ %	West Nile virus CPE	MT stabilize HCS	MT stabilize HCS Hoechst-high %	MT stabilize HCS cytotoxicity %	Lipid droplet	Lipid droplet cells 6.5 µM	Ins promoter up	Ins promoter up cell count	b-catenin transl	b-catenin transl cell count 5 µM
O=C(/C=C/c1cccs1)NCc1cccnc1	i	-1.6	2.7	8.4	i	41.2	i	0.3	0.4%	2.6	2.1	5.1	-0.5	618	0.14	1336	-0.3	961
Brc1ccc(OCCOCCOc2cccc3cccnc23)cc1	i	13.7	nt	nt	i	35.7	i	0.8	-0.4%	1.3	1.5	8.6	nt	nt	nt	nt	nt	nt
COc1ccc(NC(=O)CN2CCN(CC(=O)Nc3ccccc3F)CC2)cc1OC	i	13.1	-3.6	-0.7	i	36.7	i	0.7	-0.1%	5.3	2.2	3.5	nt	nt	0.35	1439	-4.7	945

Outcome played no part in choosing rows; 3.9% or so of the library scored in one or more.
